DT40 TDP1 no CPT – qHTS for Inhibitors of human tyrosyl-DNA phosphodiesterase 1 (TDP1): qHTS in cells in absence of CPT; 15% of 420,000 active; DT40 Tdp1-/- hTDP1 cells, no CPT, ATP luminescence, 48 h; Potency, µM (top dose mostly 46.2 µM), for the others: top-dose activity change, negative = growth inhibition, most hits filed as inhibitors; note: nearly all actives have a fitted effect of over 55% in size
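Stably hTDP1-transfected Tdp1-null chicken DT40 cells were treated with library compounds minus camptothecin and grown for at least 48 hr at 37 °C, after which cellular ATP was quantified by luminescence.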
GCN5L2 inh – qHTS Assay for Inhibitors of GCN5L2 | Histone acetyltransferase KAT2A (Homo sapiens), Q92830 | GCN5L2 HAT assay, ThioGlo1 CoA-SH fluorescence | Potency, µM (top dose mostly 58.9 µM), for inactives: at the top dose activity change, negative = inhibition, hits mostly inhibitors | 0.21% of 390,000 active
Target sequence (Q92830 whole entry, looked up): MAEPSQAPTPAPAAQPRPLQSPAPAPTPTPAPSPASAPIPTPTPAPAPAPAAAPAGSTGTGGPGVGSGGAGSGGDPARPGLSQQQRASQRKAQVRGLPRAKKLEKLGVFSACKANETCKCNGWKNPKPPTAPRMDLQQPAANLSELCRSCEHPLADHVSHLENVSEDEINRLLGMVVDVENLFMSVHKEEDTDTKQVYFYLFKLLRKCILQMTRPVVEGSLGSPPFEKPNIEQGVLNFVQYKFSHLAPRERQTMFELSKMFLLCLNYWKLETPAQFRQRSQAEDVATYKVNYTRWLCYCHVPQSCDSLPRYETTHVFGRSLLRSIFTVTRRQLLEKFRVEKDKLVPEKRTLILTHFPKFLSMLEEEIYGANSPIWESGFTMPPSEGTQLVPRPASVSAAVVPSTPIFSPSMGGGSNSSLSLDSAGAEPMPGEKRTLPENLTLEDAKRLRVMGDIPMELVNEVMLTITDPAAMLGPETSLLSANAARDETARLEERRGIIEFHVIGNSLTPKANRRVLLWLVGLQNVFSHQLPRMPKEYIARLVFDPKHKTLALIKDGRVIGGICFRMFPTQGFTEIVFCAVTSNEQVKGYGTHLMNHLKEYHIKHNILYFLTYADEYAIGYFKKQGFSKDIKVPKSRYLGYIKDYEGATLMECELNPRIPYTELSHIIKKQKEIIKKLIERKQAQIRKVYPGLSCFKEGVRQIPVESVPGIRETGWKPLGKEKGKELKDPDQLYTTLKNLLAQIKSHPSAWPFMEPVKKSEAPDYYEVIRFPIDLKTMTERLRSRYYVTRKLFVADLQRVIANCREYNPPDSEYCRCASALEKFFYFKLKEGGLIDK
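Free CoA generated was detected with ThioGlo1 (50uM) fluorescence at Ex340nm/Em540nm, read immediately and after 20 min at room temperature. Enzyme, 20 nM in HEPES pH 7.5 buffer, saw compounds 15 min before adding 75uM H3(1-25) peptide and 70uM acetyl-CoA.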
DT40 TDP1 CPT – qHTS for Inhibitors of human tyrosyl-DNA phosphodiesterase 1 (TDP1): qHTS in cells in presence of CPT; chicken DT40 Tdp1-/-;hTDP1 cells + 20 nM CPT, ATP luminescence, 48 h; Potency, µM (top dose mostly 46.2 µM), for inactives: top-dose activity change, negative = growth inhibition, usual class: inhibitors; 12% of 420,000 active; AID 686979, 2013; note: nearly all actives have a fitted effect of over 55% in size
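Chicken DT40 Tdp1-/- cells stably complemented with human TDP1 were seeded at 400 cells/well in medium containing 20 nM camptothecin, exposed to pin-transferred compounds, and grown at 37 °C for at least 48 hr. Viability was read as ATP luminescence.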
* = called active by the depositor; ? = inconclusive; nt = not tested or not shown; & = joins results of further samples; [ ] = another dose, or the depositor's remark. Calls come from the whole dose curve; as a rule, active = well fitted curve in the direction sought with a large enough effect; inconclusive = small, poorly fitted or top-dose-only effect, or another doubt; inactive = no such curve, though single readings can be large; an effect the other way counts as inactive or inconclusive. % is set by controls: 0 for no effect and ±100 for the full control effect; potency is the fitted concentration of half-maximal effect. Only part of the results is shown (hit frequency here may not be typical).

SMILES	DT40 TDP1 no CPT	GCN5L2 inh	DT40 TDP1 CPT
CN1CCN(c2ccc(C(CC(N)=O)NC(=O)c3ccccc3)cc2[N+](=O)[O-])CC1 (centres undefined)	-22%	-2%	4%
CC(=O)NCCNC(=O)c1ccc(Cn2c(=O)[nH]c3ccsc3c2=O)cc1	7%	-26%	44%[activator]
CCOc1ccc(NC(=O)Cn2nnc3c(cnn3-c3ccc(F)cc3)c2=O)cc1	1%	-9%	-11%
COc1ccccc1C(=O)Nc1sc2c(c1C(N)=O)CCCC2	-1%	-5%	10%
COc1ccccc1CNC(=O)CCNC(=O)Cn1ccc2ccccc2c1=O	-6%	-2%	3%
CC(C)C(=O)N1N=C(c2ccc(NS(C)(=O)=O)cc2)CC1c1cccs1 (centres undefined)	?	-7%	-12%
NCc1cccc(-n2cccn2)c1	-20%	-2%	6%
Cc1sc2ncnc(SCC(=O)NC(C)C(C)C)c2c1C (centres undefined)	16µM*	-5%	16µM*
COc1ccccc1OCC(=O)Nc1cc(-c2ccc(C)cc2)no1	-22%	-12%	1%
Cc1c(OCC(=O)NCC(O)c2ccccc2)ccc2c3c(c(=O)oc12)CCCC3 (centres undefined)	?	-4%	?
c1cc(-c2cccs2)nc(-c2cccs2)c1	-12%	1%	19%
Cc1cccc(CCNC(=O)C2CCN(S(=O)(=O)c3cccc4nsnc34)CC2)c1	?	-3%	?
O=C(Nc1ccccc1C(=O)NC(Cc1ccccc1)C(=O)O)c1ccco1 (centres undefined)	-8%	0%	0%
O=S1(=O)CC(N2CC=CC2)CN1C1CCCCC1 (centres undefined)	?	nt	?
Cc1ccc(C)c(NC(=O)C2CC(O)CN2C(=O)Oc2ccccc2)c1 (centres undefined)	2%	-1%	4%
CCC(C)NCCOc1ccccc1C (centres undefined)	-2%	-2%	7%
Cc1c(C(=O)COC(C)(C)C)[nH]c2ccccc12	?	-2%	21µM*
Cc1nn(-c2ccccc2)c(N2CCCC2)c1/C=N/Nc1ccc(S(N)(=O)=O)cc1[N+](=O)[O-]	15µM*	-13%	16µM*
CCC/C(O)=C1\C(=O)CC(C)(C)CC1=Nc1ccc(OC)cc1	15µM*	2%	?
O=C(c1ccccc1)c1ccc(Cn2cc(CCCO)nn2)cc1	5.8µM*	-3%	8.2µM*

2 entries from above, reformatted:
molecule,DT40 TDP1 no CPT,GCN5L2 inh,DT40 TDP1 CPT
CCOc1ccc(NC(=O)Cn2nnc3c(cnn3-c3ccc(F)cc3)c2=O)cc1,1%,-9%,-11%
COc1ccccc1CNC(=O)CCNC(=O)Cn1ccc2ccccc2c1=O,-6%,-2%,3%

Further entries follow.
SMILES	DT40 TDP1 no CPT	GCN5L2 inh	DT40 TDP1 CPT
COc1ccccc1NS(=O)(=O)c1cccc(N2CC(O)=C(c3ccccc3)C2=N)c1	5%	-2%	3%
O=C(NC12CC3CC(CC(C3)C1)C2)c1ccccc1	2%	-8%	4%
COc1cccc(OCC(=O)Nc2ccccc2NC(C)=O)c1	9%	23%	4%
O=C(Nc1cccc(-c2cn3ccccc3n2)c1)c1cc2ccccc2oc1=O	3.7µM*	-3%	2.1µM*
C/C(=N\NC(=O)CN(c1ccccc1)S(=O)(=O)c1ccccc1[N+](=O)[O-])C(C)(C)C	-13%	-1%	-9%
CCOc1ccc(CCNC(=O)CCc2cn(Cc3ccc(F)cc3)c3ccccc23)cc1	21µM*	0%	?
COc1ccc(CNCc2ccncc2)c(OC)c1	-22%	-10%	7%
CCCCN(C)C(=O)C1CCC(=O)N(c2cc(OC)c(OC)c(OC)c2)C1c1ccc(OC)cc1 (centres undefined)	-3%	1%	-4%
O=C(CN1C(=O)S/C(=C\c2cccs2)C1=O)Nc1ccc(O)c(C(=O)O)c1	4%	-23%	-6%
CCOC(=O)N1CCN(S(=O)(=O)c2ccc(F)cc2)CC1	9%	-3%	-5%
Cc1cccc(OCC(=O)N/N=C\c2cn(C)c3ccccc23)c1	?	-9%	19%
COc1ccc(S(=O)(=O)NN(C)C(=O)c2nn(-c3ccccc3)ccc2=O)cc1	-2%	-13%	-1%
CCOC(=O)c1c(C)sc(-c2c(-c3ccccc3)[nH]c3[nH]c(=O)[nH]c(=O)c23)c1O	-15%	-15%	-5%
CC1CCN(S(=O)(=O)Cc2ccccc2Cl)CC1	-15%	-4%	2%
O=C(O)CSc1ccn(Cc2ccccc2)c1	?	nt	?
CC1C(=O)N2CCCc3cc(NC(=O)C(=O)NCCCc4ccccc4)cc1c32 (centres undefined)	?	-22%	?
FC(F)C(F)(F)Oc1cccc(Nc2nccn3c(-c4cccc5ccccc45)cnc23)c1	?	nt	16µM*
COc1cc(/C=C/[N+](=O)[O-])ccc1OCc1cccc(C(=O)O)c1	16µM*	-14%	16µM*
Clc1ccc(CSc2ncn[nH]2)cc1	14%	0%	-2%
CC(=O)c1sc(NC(=O)C2CCN(c3ncnc4sc(C)c(C)c34)CC2)nc1-c1ccccc1	?	-3%	?
Cc1nn(C)c(C)c1Nc1ccc(N2C(=O)C3C4C=CC(C4)C3C2=O)cc1[N+](=O)[O-] (centres undefined)	23µM*	-7%	?
Clc1cccc(-c2cccc3nccn23)c1Cl	?	nt	?
Cc1ccc(-n2nc3c(c2NC(=O)c2ccco2)CS(=O)(=O)C3)c(C)c1	13%	-6%	-4%
COC(=O)CNC(=O)c1ccc(NS(=O)(=O)c2cc([N+](=O)[O-])ccc2Cl)cc1	-14%	-5%	1%
O=C(CN1C(=O)NC2(CCCC2)C1=O)N1CCN(Cc2ccccc2)CC1	-29%	-12%	4%
Cc1cccc(Nc2nc(N)nc(CSC(=S)N3CCOCC3)n2)c1	?	-2%	?
COc1ccc2c(c1)c(C(=O)O)c(C)n2-c1ccccc1	-8%	?	-1%
O=C(O)C1(Nc2ccccc2)CCCC1	1%	nt	6%
COc1ccc(C(=O)N2CCCc3ccccc32)cc1	-28%	-17%	-24%
CC(C)c1cc(-c2nc(-c3ccc(Cl)cc3)no2)n[nH]1	21µM*	-4%	21µM*
COc1cc(OC)cc(-c2c(-c3cccs3)c3cc(-c4ccc(OC)cc4F)ccc3n2C)c1	15µM*	-12%	?
CCC(c1nnnn1C(C)C)N1CCN(C2CCCC2)CC1 (centres undefined)	-19%	-2%	-11%
CCOc1ccc(C2C(C(=O)Nc3cc(C)on3)c3ccccc3C(=O)N2CCN2CCOCC2)cc1 (centres undefined)	1%	1%	-1%
O=C(CNC(=S)N(CCCN1CCOCC1)Cc1cccs1)NCc1ccccc1	-30%	-9%	-4%
CCc1nnc(NC(=O)c2nc(Cl)ccc2Cl)s1	3%	-3%	-4%
CCC1(c2ccccc2)NC(=O)N(CC(=O)Nc2ccc(S(=O)(=O)NC3=NCCCCC3)cc2)C1=O (centres undefined)	1%	-8%	0%
CC(CP(=O)(O)O)NC(=O)Cc1ccccc1 (centres undefined)	-7%	-21%	-2%
O=C(O)c1cc(C(=O)O)c(-c2ccccc2)c(C(=O)O)c1	-6%	-4%	-7%
CCN1CCN(C(CNS(=O)(=O)c2ccc(Cl)cc2)c2ccccc2)CC1 (centres undefined)	12%	-2%	-23%
CCc1nc(N2CCC(C)CC2)c2oc3ccccc3c2n1	?	-4%	?
COC(=O)C1=C(C)N(Cc2ccccc2)C(=NCc2cc(OC)c(OC)c(OC)c2)N[C@H]1CCc1ccccc1	16µM*	-3%&-6%	21µM*
O=C(CNC1=NCCS1)c1c[nH]c2ccccc12	?	nt	-11%
COc1ccc(NC(=S)NNC(=O)CNc2ccc(Cl)cc2)cc1	-30%	-7%	?
COc1cc(C(CC(=O)Nc2cc(C)ccn2)N2Cc3ccccc3C2=O)cc(OC)c1OC (centres undefined)	?	-4%&-2%	0%&-5%
CN1CCN(S(=O)(=O)c2cccc(C(=O)Nc3cccc([N+](=O)[O-])c3)c2)CC1	?	nt	1%
CN(Cc1ccccc1)C(=O)COC(=O)c1ccc2ccccc2n1	-22%	-6%	-11%
COc1ccc(CCNC(=O)Cn2c(=O)cc(C(F)(F)F)c3c(C)nn(C)c32)cc1OC	?	-9%	?
COC(=O)CSc1ncc(C#N)c(N)n1	1%	-2%	-27%
Oc1[nH]c2ccc(Br)cc2c1N=NC(=S)Nc1ccc(F)cc1	2.9µM*	-16%	1.3µM*
c1ccc(-c2ccccc2OCCN2CCOCC2)cc1	-26%	-4%	4%
CCOc1ccc2[nH]c3c(c2c1)CNCC3	-1%	-5%	?
COc1ccc(C(=O)Nc2ccccc2C(=O)Nc2cccc(C)n2)cc1	-18%	-8%	-26%
COCc1nnc(NS(=O)(=O)c2ccc([N+](=O)[O-])cc2)s1	-4%	-15%	-13%
CC(C)c1cc(Br)ccc1OCCCN1C(=O)NC(C)(C)C1=O	?	0%	?
N#Cc1ccc(-c2cccnc2)nc1SCc1ccc(Cl)c(Cl)c1	-3%	-7%	-1%
Cc1ccc(Cn2c3ccccc3c3cn[nH]c(=O)c32)cc1	?	-5%	-26%
O=C(COc1ccc2oc3c(c2c1)CCCC3)Nc1cccc(Br)c1	21µM*	-5%	?
S=c1sc2c(N3CCN(Cc4ccccc4)CC3)ncnc2n1-c1ccccc1	23µM*	-1%	16µM*
CCOc1cnc(-c2ccc(OC)cc2)o1	-24%	-10%	6%
COc1ccc2[nH]cc(/C=C/C(=O)c3ccccc3)c2c1	?	-12%	?

Taken from the results shown, 14 compounds:
SMILES	DT40 TDP1 no CPT	GCN5L2 inh	DT40 TDP1 CPT
COC(=O)C1=C(C)N(Cc2ccccc2)C(=NCc2cc(OC)c(OC)c(OC)c2)N[C@H]1CCc1ccccc1	16µM*	-3%&-6%	21µM*
O=C(CNC1=NCCS1)c1c[nH]c2ccccc12	?	nt	-11%
COc1ccc(NC(=S)NNC(=O)CNc2ccc(Cl)cc2)cc1	-30%	-7%	?
COc1cc(C(CC(=O)Nc2cc(C)ccn2)N2Cc3ccccc3C2=O)cc(OC)c1OC (centres undefined)	?	-4%&-2%	0%&-5%
CN1CCN(S(=O)(=O)c2cccc(C(=O)Nc3cccc([N+](=O)[O-])c3)c2)CC1	?	nt	1%
CN(Cc1ccccc1)C(=O)COC(=O)c1ccc2ccccc2n1	-22%	-6%	-11%
COc1ccc(CCNC(=O)Cn2c(=O)cc(C(F)(F)F)c3c(C)nn(C)c32)cc1OC	?	-9%	?
COC(=O)CSc1ncc(C#N)c(N)n1	1%	-2%	-27%
Oc1[nH]c2ccc(Br)cc2c1N=NC(=S)Nc1ccc(F)cc1	2.9µM*	-16%	1.3µM*
c1ccc(-c2ccccc2OCCN2CCOCC2)cc1	-26%	-4%	4%
CCOc1ccc2[nH]c3c(c2c1)CNCC3	-1%	-5%	?
COc1ccc(C(=O)Nc2ccccc2C(=O)Nc2cccc(C)n2)cc1	-18%	-8%	-26%
COCc1nnc(NS(=O)(=O)c2ccc([N+](=O)[O-])cc2)s1	-4%	-15%	-13%
CC(C)c1cc(Br)ccc1OCCCN1C(=O)NC(C)(C)C1=O	?	0%	?

Next results
SMILES	DT40 TDP1 no CPT	GCN5L2 inh	DT40 TDP1 CPT
COc1cc(C)c(Cl)cc1S(=O)(=O)n1ccnc1	2%	-9%	-4%
C=CCOc1ccc(C2/C(=C(/O)c3ccc4c(c3)CC(C)O4)C(=O)C(=O)N2CCCN2CCOCC2)cc1 (centres undefined)	?	-2%	?
COC(=O)Cn1c(=NC(=O)CSCC(=O)Nc2cc(C)on2)sc2cc(C(=O)OC)ccc21	-22%	-4%	-19%
C#Cc1ccc([C@@H]2C=C(C(=O)NC3CC3)O[C@H](OCc3ccc(CO)cc3)C2)cc1	-6%	nt	21%
COc1ccc(CC(N)c2csc(Nc3ncccn3)n2)cc1 (centres undefined)	6.5µM*	nt	4.6µM*
NC(=O)/C(N=Nc1ccccc1)=N/Nc1ccccc1	?	0%	18µM*
CCn1c(=O)c2ccccc2n2c(SCC(N)=O)nnc12	1%	-2%	0%
CCOC(=O)C1(C)CCCCCN1C(=O)c1ccc(OC)c(C(F)(F)F)c1 (centres undefined)	10µM*	nt	23µM*
COc1ccc(S(=O)(=O)NCCc2nnc3ccc(SCC(=O)Nc4ccccc4C)nn23)cc1	-16%	-7%	-8%
CCc1noc(C)c1C(=O)Nc1ccc(C)c(S(=O)(=O)N2CCCCCC2)c1	?	-4%	16µM*
COC(=O)c1c(NC(=O)COc2ccc(OC)cc2)sc2c1CCC(C)C2 (centres undefined)	7.3µM*	-7%	?
COc1ccc(C(=O)OCC(O)COC(=O)c2ccc(OC)cc2)cc1	?	nt	5%
